Compound activity: PubChem BioAssay, several laboratories
NOD1 inhibition: NOD1 signaling inhibitors, primary screen, cell-based, luminescence, uHTS (AID 1578). NOD1-driven NF-kB luciferase reporter cells, luminescence; higher % means a stronger effect. one-dose inhibition, % at 4 µM; EC50 in µM for titrated hits. actives 1% (n = 290,000); in the data active = inhibition mostly above about 36%, no sharp cut-off; inactive = mostly below about 34%;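 note: HEK-293T reporter cells stimulated with the NOD1 agonist gamma-tri-DAP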
KOR beta-arrestin-1: KOR antagonists, beta-arrestin recruitment, cell-based, luminescence, uHTS (AID 1778); actives 0.091% (n = 290,000); KOR beta-arrestin recruitment, luminescence, antagonist mode; higher % means a stronger effect; one-dose inhibition, % at 10 µM; IC50 in µM for titrated hits; note: strong numbers were not always called active
NOD2 inhibition: NOD2 signaling inhibitors, cell-based, luminescence, uHTS, HEK293 (AID 1566); HEK293 NOD2/NF-kB luciferase reporter, luminescence; higher % means a stronger effect; one-dose inhibition, % at 4 µM; EC50 in µM for titrated hits; actives 0.63% (n = 290,000); note: many of its hits are not listed in these tables
T cell modulator: modulates CD8 T cell binding to vesicles | 2C CD8+ T cell-vesicle binding, flow cytometry; stronger effect = lower value | calls only at 7 µM | actives 0.068% (n = 330,000) | AID 2052;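 active = response, share of CD8 T cells binding vesicles, and their 90th percentile fluorescence all below set limits, cut at about 80% in these data, passing the limit was not always enough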
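Assay system – 2C mouse CD8+ T cells · Also added – QL9-loaded Drosophila micro-vesicles · Timing – Cell–vesicle co-incubation 1.5 h at 37 °C, staining 20 min on ice · Signal – flow cytometry of vesicle-bound cells · Measure – percent CD8+ FL2 mean versus row control · Controls – Peptide-free naked vesicles (low) and QL9 vesicles with 0.7% DMSO vehicle (high)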
Myeloid diff MLP: promotes myeloid progenitor differentiation; ER-HoxA9 myeloid progenitors, lysozyme-GFP differentiation, flow cytometry; actives 1% (n = 360,000); calls only at 10 µM; AID 624256;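 active = normalized GFP-positive differentiation at or above the plate's own cutoff, the solvent-only control mean plus 3 SD; inconclusive = no clear call, values can overlap the other calls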;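 note: cells exposed to compound for four days before flow analysis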
GPR55 antagonists: inhibition of LPI-stimulated GPR55 beta-arrestin translocation – imaging, U2OS, beta-arrestin-GFP, LPI agonist, primary screen (AID 2013); U2OS GPR55 beta-arrestin-GFP translocation imaging, LPI antagonism; higher % means a stronger effect; actives 0.13% (n = 290,000); inhibition, % at 10 µM; hits with a dose series show IC50 in µM;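 active = spots per cell inhibited over 60%, with over 100 cells counted and total cytoplasm intensity under 500,000; inconclusive = wells with under 100 cells, flagged as likely toxic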;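 note: U2OS cells stably carrying GPR55 and arrestin-GFP stimulated by 5 µM LPI near EC80; imaged beta-arrestin-GFP aggregate spots per cell after agonist stimulation; plate controls were LPI-stimulated DMSO wells for no effect and DMSO wells without LPI for full effect; some results filed as inactive read as strong as hits; confirmed hits need IC50 under 10 µM and bright autofluorescent wells are also inconclusive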
GPR55 beta-arrestin: selective activators of receptor GPR55 – imaging, U2OS cells, beta-arrestin-GFP redistribution, primary screen (AID 1961). U2OS GPR55 beta-arrestin-GFP redistribution imaging; higher % means a stronger effect. activation, % at 10 µM, or EC50 in µM where a hit was titrated. actives 0.048% (n = 290,000);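 active = activation above 40% with more than 50 cells counted in the well; inconclusive = wells holding fewer than 50 cells, flagged as toxic or sparse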;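 note: U2OS osteosarcoma cells stably expressing GPR55 and beta-arrestin-GFP; plate controls were DMSO negative control for no effect and LPI positive control for full effect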
KOR beta-arrestin-2: kappa opioid receptor activators – cell-based, luminescence, uHTS, primary screen (AID 1777); activation, % at 10 µM; hits with a dose series show EC50 in µM; actives 0.02% (n = 280,000); KOR beta-arrestin recruitment, luminescence; higher % means a stronger effect; in the data active = activation above about 50%, passing the limit was not always enough; note: a part of the inactive calls stands beside numbers as strong as those of hits
NTR1 agonist: NTR1-driven beta-arrestin-GFP spot formation – imaging, U2OS cells, high content, primary screen (AID 493036); P30989; agonist mode; activation, % at 20 µM; actives 0.17% (n = 330,000);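 active = activation at or above 40% of the spot to cytoplasm intensity ratio, with at least 20 cells analyzed; inconclusive = wells under 20 cells, flagged as cytotoxic or low count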;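 note: 0% = DMSO without peptide and 100% = 100 nM NTR1 peptide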
Target sequence (P30989 whole entry, looked up): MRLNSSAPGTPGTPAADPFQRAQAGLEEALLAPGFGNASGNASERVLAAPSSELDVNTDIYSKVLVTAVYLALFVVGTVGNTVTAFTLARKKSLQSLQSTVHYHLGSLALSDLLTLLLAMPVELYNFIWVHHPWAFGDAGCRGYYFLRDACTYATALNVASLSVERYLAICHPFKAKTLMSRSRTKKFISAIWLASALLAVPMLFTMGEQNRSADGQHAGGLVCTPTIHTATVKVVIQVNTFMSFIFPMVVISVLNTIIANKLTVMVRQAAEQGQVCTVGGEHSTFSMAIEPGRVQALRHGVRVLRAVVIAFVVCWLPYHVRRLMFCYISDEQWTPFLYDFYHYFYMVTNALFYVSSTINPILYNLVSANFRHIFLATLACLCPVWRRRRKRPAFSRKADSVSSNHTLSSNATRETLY
T cell modulator vesicle-bound %: also measured in T cell modulator; calls as there; double positive events, %; measured here: CD8+ vesicle-bound cell fraction;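 binding gate set so that unloaded-vesicle control wells show 10% double positive cells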
NTR1 agonist cell count 20 µM: further read-out of NTR1 agonist, marked with its call; cell count; measured here: cell count, cytotoxicity flag
Myeloid diff MLP GFP+ MAC1+ %: further read-out of Myeloid diff MLP, marked with its call; GFP+ MAC1+ double positive, %; measured here: differentiation confirmed by MAC1 staining
Active calls of the source: *; i = inactive; u = inconclusive; x = no result given; + = active, no number; [ ] = another dose, or the depositor's remark. Cut-off read from the data, not from the text of the source, unless noted: active = inhibition above about 50%; inactive = the rest.

SMILES | NOD1 inhibition | KOR beta-arrestin-1 | NOD2 inhibition | T cell modulator | T cell modulator vesicle-bound % | Myeloid diff MLP | Myeloid diff MLP GFP+ MAC1+ % | GPR55 antagonists | GPR55 beta-arrestin | KOR beta-arrestin-2 | NTR1 agonist | NTR1 agonist cell count 20 µM
Cc1ccc(NS(=O)(=O)c2ccc(CCC(=O)NCCO)cc2)cc1 | -8% | 18% | 16% | i | 16 | i | 1.4 | 14% | -0.1% | -4.1% | -0.3 | 37
O=C(c1ccco1)N1CCN(c2ccc([N+](=O)[O-])cn2)CC1 | -36% | 6% | 4% | i | 43 | i | 1.4 | 13% | -0.1% | 2.2% | -0.2 | 66
CCC(=O)N1N=C(c2ccc(C)o2)CC1c1ccc(OC)cc1 (configuration not stated) | -26% | -12% | 14% | i | 32 | i | 0.8 | 6% | -0.2% | -5.4% | 0.3 | 36
CC1CCCN(CCCNC(=O)c2cc3c(Cl)nc4ccccc4c3s2)C1 (configuration not stated) | -7% | -47% | 3% | i | 59 | u | x | 11% | 0.1% | 1.8% | 0.9 | 79
O=C1COc2ccc(C(=O)COc3ccc([N+](=O)[O-])cc3)cc2N1 | -3% | -1% | 7% | i | 33 | i | 0.2 | 8% | 0.7% | -0.6% | 2.5 | 58
COc1cc2c3nnc(-c4ccc(F)cc4)c-3cn(Cc3ccccc3F)c2cc1OC | -61% | -61% | -6% | x | x | + | 1.7* | -8% | 77%* | 18% | x | x
COCCn1c(SCC(=O)N2CCC(C)CC2)nc2c([nH]c3ccccc32)c1=O | 17% | -7% | 6% | i | 37 | i | 1.6 | 11% | 0.0% | 2.2% | 4.7 | 65
COc1ccc(Nc2oc(-c3cccs3)nc2C#N)cc1 | -9% | -27% | -83% | i | 28 | i | 0.5 | -4% | -0.1% | 5.0% | 1.9 | 65
O=C(NCc1ccc2c(c1)OCO2)C1CC(=O)N(C2CCCCCC2)C1 (configuration not stated) | -5% | 10% | 10% | i | 13 | i | 1.4 | -4% | 0.2% | -3.5% | -0.8 | 55
COc1ccc2nc(SCC(=O)O)nc(C)c2c1 | 2% | -39% | -2% | i | 26 | x | x | 5% | 0.6% | x | -1.1 | 68
O=[N+]([O-])c1ccc(OCCCCCN2CCOCC2)cc1 | -14% | -30%[20 µM] | -7% | i | 43 | i | 0.4 | -1% | -0.3% | 0.5% | 1.0 | 54
COc1ccc(-c2noc(CN3C(=O)c4ccccc4C3=O)n2)cc1 | -27% | 4% | 18% | i | 53 | i | 1.4 | -7% | -0.5% | 0.0% | -0.8 | 55
Cn1c(SCc2nc3ccccc3c(=O)[nH]2)nc2ccccc21 | -25% | 10% | 13% | i | 45 | i | 0.1 | -17% | -0.5% | -2.6% | 0.1 | 43
Cc1ccc(Cn2ccc(NC(=O)c3cc(-c4ccco4)on3)n2)cc1 | -55% | -16% | 25% | i | 27 | i | 0.4 | 4% | -0.1% | 6.5% | 4.6 | 82
Cc1sc(NC(=O)C2CSC3(C)CCC(=O)N23)nc1-c1ccc(F)cc1 (configuration not stated) | -21% | -37% | -3% | i | 64 | x | x | 0% | 0.0% | 6.1% | 4.2 | 59
O=C(c1ccccc1/S(=N/S(=O)(=O)c1ccccc1)N1CCOCC1)N1CCOCC1 (configuration not stated) | -1% | -9% | 14% | i | 32 | i | 1.6 | 11% | -0.1% | -3.8% | 0.3 | 100
COc1ccc(Nc2nc(N)nc(CSC(=S)N3CCOCC3)n2)cc1 | -5% | 0%[20 µM] | -30% | i | 62 | i | 0.2 | -6% | -0.1% | -2.3% | -0.7 | 87
CC(=O)Nc1ccc(SCC(=O)O)cc1 | -18% | -10% | 11% | i | 47 | i | 0.2 | 3% | 0.3% | 3.4% | 1.3 | 44
O=c1c2c(nc3cc(-c4ccccc4)[nH]n13)CCS2 | -14% | -8% | -117% | i | 28 | i | 1.0 | -4% | 0.0% | 0.2% | 1.8 | 34
COCCN(CC(=O)Nc1cccc(C)c1)S(=O)(=O)c1ccc(S(=O)(=O)N2CCCC2)cc1 | -2% | -30% | -1% | i | 35 | i | 0.2 | -10% | -0.2% | -6.3% | 1.7 | 56
O=C(/C=C/c1cccc(Cl)c1)Nc1ccncc1 | -18% | -26% | -1% | i | 34 | i | 1.0 | 9% | -0.1% | 4.9% | 0.3 | 92
CCCc1cc(=O)oc2cc(OCC(=O)NCCCn3ccnc3)c(Cl)cc12 | -17% | -47% | -30% | i | 18 | i | 0.8 | -7% | -0.1% | -0.1% | -0.1 | 57
CCOc1cc(-c2cc(-c3ccc(N)cc3)nc(N)c2C#N)ccc1O | 5% | 9% | 3% | i | 43 | i | 0.9 | -7% | 0.2% | 2.7% | 8.9 | 55
O=C(CSc1nnnn1-c1ccc(C(=O)O)cc1)NC1CC1 | -22% | 12% | -10% | i | 25 | i | 1.5 | 14% | 0.3% | -3.1% | 0.2 | 66
Cc1nc(NCc2ccccc2)c2cc[nH]c2n1 | -5% | 34% | 20% | i | 49 | i | 0.2 | 15% | 0.2% | 2.0% | -1.0 | 70
COc1ccc(/C(C#N)=C/c2c(-c3ccc(Cl)cc3)nc3c(C)cccn23)cc1 | 37% | -4% | 13% | i | 32 | i | 1.0 | -2% | -0.1% | -3.4% | 2.5 | 56
CCCS(=O)(=O)N1CCN(C(=O)COc2ccc(OC)cc2)CC1 | 17% | 10% | 17% | i | 26 | i | 0.7 | -4% | 0.0% | -2.4% | -1.6 | 98
COc1ccccc1/C=C1/SC(=S)N(C(C)C(=O)NC2C=CS(=O)(=O)C2)C1=O (configuration not stated) | 6% | 3% | -9% | i | 26 | i | 5.7 | 2% | -0.1% | -3.8% | 1.5 | 70
OCCN(CCO)CC(O)COc1ccc2c(c1)OCO2 (configuration not stated) | x | -15% | 9% | i | 39 | i | 0.3 | 2% | -0.3% | 6.1% | -0.2 | 49
Cc1cc(C(=O)NCc2cccnc2)n(-c2ccccc2)n1 | 8% | 4% | 13% | i | 26 | i | 1.7 | 4% | -0.2% | -4.7% | 1.2 | 55
COc1ccc(CNC(=O)C(c2ccncc2)N(C(=O)Cc2cccs2)c2ccccc2C)cc1 (configuration not stated) | -12% | 2% | -5% | i | 10 | i | 0.3 | 13% | -0.3% | -5.8% | -0.6 | 33
C/C(=N\NC(=O)NC1CCCCC1)C1CCCCC1 | -18% | 19% | 6% | i | 33 | i | 0.4 | -4% | -0.2% | 6.5% | 2.6 | 57
Cc1ccc(/C=C/C(=O)O)cc1S(=O)(=O)NCCCO | -3% | 14% | 4% | i | 38 | i | 1.5 | 10% | 1.8% | -2.6% | 1.1 | 61
Cc1ccc(-c2nn3c(C)nnc3c3ccccc23)cc1S(=O)(=O)NCCN1CCOCC1 | -52% | -31% | -16% | i | 54 | i | 1.3 | -9% | 0.2% | 5.4% | 0.4 | 82
CN(c1ccc2nc3ccccc3c(=O)n2n1)C1CCCCC1 | 92%* | 31% | 79%* | i | 58 | i | 0.4 | 4% | -0.1% | -5.0% | 1.9 | 32
CCc1ccc(N(C(=O)c2ccco2)C(C(=O)NC2CCCC2)c2cccnc2)cc1 (configuration not stated) | 0% | -8% | 7% | i | 22 | i | 0.0 | -5% | 0.0% | -0.1% | 2.4 | 50
O=C(O)CCN1c2cccc3cccc(c23)S1(=O)=O | -13% | 40% | 17% | i | 35 | i | 0.7 | 3% | -0.1% | -3.5% | 2.9 | 67
COc1ccc(NC(=O)CSc2nnc(-c3ccccn3)n2-c2ccccc2)cc1OC | -21% | 10% | 3% | i | 47 | i | 1.1 | -2% | 0.0% | -4.3% | 1.2 | 61
Cc1cc(C(=O)N2CCN(c3ccccn3)CC2)c(C)o1 | -27% | -3% | -8% | i | 21 | i | 0.9 | -6% | 0.3% | -2.5% | 2.1 | 67
Cc1cccc2cc(C3CC(c4ccco4)=NN3C(=O)CCC(=O)O)c(Cl)nc12 (configuration not stated) | -17% | 30% | 4% | i | 34 | i | 0.3 | 4% | 0.0% | -2.4% | 0.3 | 47
COc1cccc2c1Oc1ncccc1N(C(=O)CCC(=O)NCc1ccccc1)C2 | -19% | -27% | 10% | i | 59 | i | 0.6 | -1% | -0.2% | 0.9% | 0.8 | 53
COc1ccc(C2SCC(=O)N2c2nnc(C34CC5CC(CC(C5)C3)C4)s2)cc1 (configuration not stated) | -4% | -39% | 17% | i | 53 | i | 0.3 | 10% | -0.3% | -4.4% | 2.6 | 59
O=C(CCN1C(=O)COc2ccccc21)NCCN1CCc2ccccc2C1 | -28% | 16% | 13% | i | 13 | i | 8.5 | 0% | 0.0% | -1.8% | -0.9 | 48
CCSc1ncc(/C=N/Nc2ccc([N+](=O)[O-])cc2)n1C | -143% | -22% | -112% | i | 36 | i | 1.1 | 1% | 0.0% | 3.9% | 1.2 | 63
COC1CCN(Cc2c(C(=O)N3CCN(C4CCCCC4)CC3)nc3ccccn23)CC1 | -27% | -23% | -6% | i | 21 | i | 0.5 | 0% | -0.1% | 13% | 0.6 | 54
c1ccc(CSc2ccc(-c3ccccn3)nn2)nc1 | -19% | -5% | -66% | i | 50 | i | 0.2 | -2% | 2.0% | 3.3% | 1.1 | 45
CN(C)S(=O)(=O)c1cccc(-c2nnc(SCc3cc(Cl)cc4c3OCOC4)n2N)c1 | 18% | -5% | 19% | i | 38 | i | 0.5 | 5% | 0.5% | -7.3% | 2.1 | 80
O=C1COc2ccc(-c3n[nH]c(=O)c4ccccc34)cc2N1 | 32% | -6% | 2% | i | 63 | i | 0.4 | -3% | 2.0% | -2.7% | -1.1 | 29

Some of the compounds tested; rates above refer to the full screens.
